MsrA inh – bovine MsrA enzyme inhibitors, primary screen, biochemical, absorbance, HTS; purified bovine MsrA, absorbance read-out; 360,000 compounds, 0.75% hits; inhibition, % at 15.5 µM; in the data active = inhibition above about 4.5%;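 note: 0% = vehicle wells with enzyme and 100% = reference inhibitor wells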
Tb MetRS inh – T. brucei MetRS inhibitors, primary screen, biochemical, luminescence | purified T. brucei MetRS, ATP depletion, Kinase-Glo luminescence | inhibition, % at 11.9 µM | 360,000 compounds, 0.4% hits;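 active = inhibition above a per-plate cutoff of the control wells' mean inhibition plus 3 SD, cut at about 5.5% in these data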;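 note: 0% = DMSO wells median and 100% = median of wells with control inhibitor compound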
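Material: parasite MetRS enzyme / Replication: singlicate, one well per compound / Signal: luminescence of leftover ATP / Schedule: 2 h aminoacylation at 25 °C after 15 min preincubation / Medium: HEPES-MgCl2-KCl buffer plus DTT, spermine, BSA, pyrophosphatase / Doses: 11.9 µM single point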
PABP1 MLLE inh – inhibitors of PABP1 MLLE–PAM2 peptide binding, primary screen, biochemical, fluorescence polarization, FITC-PAM2, GST-MLLE | Polyadenylate-binding protein 1 (Homo sapiens), P11940 | inhibition, % at 20 µM | 360,000 compounds, 0.36% hits; in the data active = inhibition above about 35%, passing the limit was not always enough;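 note: plate controls were DMSO wells with GST-MLLE for no effect and wells lacking GST-MLLE protein for full effect; some results filed as inactive read as strong as hits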
Rin1 Abl inh – inhibitors of Rin1-Abl protein binding, primary screen, biochemical, TR-FRET; Tyrosine-protein kinase ABL1 (Homo sapiens) + Ras and Rab interactor 1 (Homo sapiens), …; inhibition, % at 7.35 µM; 360,000 compounds, 0.4% hits; AID 588664, 2011; in the data active = inhibition above about 5%, passing the limit was not always enough
FAS-TE inh – FAS thioesterase domain inhibitors, primary screen, biochemical, fluorescence intensity, uHTS | recombinant FAS-TE, OMFH fluorogenic substrate, fluorescence endpoint | inhibition, % at 15 µM | 360,000 compounds, 0.67% hits | AID 602261, 2012;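 active = compounds whose normalised, plate-corrected inhibition of enzyme fluorescence in the single-dose primary screen is 50% or more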;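 note: 0% = DMSO with enzyme and 100% = substrate without enzyme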
CSN inh – inhibitors of CSN-mediated cullin deneddylation, primary screen, biochemical, fluorescence polarization, uHTS. 360,000 compounds, 0.38% hits. COP9 signalosome complex subunit 5 (Homo sapiens), Q92905. inhibition, % at 12.5 µM. Purified CSN, SCF-Nedd8-OG deneddylation;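 active = pattern-corrected inhibition above about 35%, with an unprinted fluorescence ratio check between 0.5 and 1.5, limit read from the data, passing the limit was not always enough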;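 note: 0% = enzyme with substrate and 100% = substrate without enzyme; some results filed as inactive read as strong as hits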
Target sequence (Q92905 whole entry, looked up, one chain of several): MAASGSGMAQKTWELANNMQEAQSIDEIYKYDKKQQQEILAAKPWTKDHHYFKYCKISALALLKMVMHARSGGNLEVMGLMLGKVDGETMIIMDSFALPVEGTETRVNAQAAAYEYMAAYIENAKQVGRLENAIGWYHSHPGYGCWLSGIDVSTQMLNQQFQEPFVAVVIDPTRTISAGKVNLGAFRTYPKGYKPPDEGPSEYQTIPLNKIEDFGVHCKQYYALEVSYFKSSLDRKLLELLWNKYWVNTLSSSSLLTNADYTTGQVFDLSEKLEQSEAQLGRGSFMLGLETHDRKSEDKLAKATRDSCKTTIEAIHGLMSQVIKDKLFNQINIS
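Schedule: reaction 90 min, room temperature / Assay system: HEK293T-derived human Csn5 enzyme / Input: Csn5 at 0.24 nM final / Measure: inhibition of Csn5 cleavage, % / Control set: substrate-only high control, full reaction low control / Technique: fluorescence polarization of the substrate / Buffer or medium: Tris/NaCl/DTT buffer, pH 7.5 / Reagent: SCFSkp2-Nedd8OG substrate at 10 nM final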
Neddylation inh – inhibitors of cullin neddylation, primary screen, biochemical, TR-FRET, uHTS, NAE and Ubc12. NEDD8-conjugating enzyme Ubc12 (Homo sapiens) + NEDD8-activating enzyme E1 regulatory …. calls only at 25 µM. 360,000 compounds, 0.58% hits; in the data active = inhibition above about 36%
Target sequence (P61081 whole entry, looked up): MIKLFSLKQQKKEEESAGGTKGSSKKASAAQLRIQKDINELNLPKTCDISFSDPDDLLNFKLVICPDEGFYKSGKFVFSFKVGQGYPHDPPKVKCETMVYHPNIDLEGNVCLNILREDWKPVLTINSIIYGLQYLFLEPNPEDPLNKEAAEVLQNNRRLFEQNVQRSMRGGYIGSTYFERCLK
Target sequence (Q13564 whole entry, looked up): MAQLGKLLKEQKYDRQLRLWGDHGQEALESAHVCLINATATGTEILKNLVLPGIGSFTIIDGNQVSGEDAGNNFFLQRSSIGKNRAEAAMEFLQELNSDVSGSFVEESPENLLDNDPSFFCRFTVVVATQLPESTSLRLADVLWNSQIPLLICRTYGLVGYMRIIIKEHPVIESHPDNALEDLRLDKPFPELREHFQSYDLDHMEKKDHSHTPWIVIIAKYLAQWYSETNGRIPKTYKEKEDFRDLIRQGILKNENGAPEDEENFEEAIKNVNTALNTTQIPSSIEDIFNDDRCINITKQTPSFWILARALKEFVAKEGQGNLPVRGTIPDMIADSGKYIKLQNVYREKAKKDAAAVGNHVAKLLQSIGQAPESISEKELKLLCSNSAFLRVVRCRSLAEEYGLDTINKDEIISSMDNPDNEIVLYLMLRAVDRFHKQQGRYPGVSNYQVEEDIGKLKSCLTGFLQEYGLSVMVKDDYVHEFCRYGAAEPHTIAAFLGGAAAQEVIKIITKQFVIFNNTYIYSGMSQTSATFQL
bovine MsrA act – bovine MsrA enzyme activators, primary screen, biochemical, absorbance, HTS | Methionine sulfoxide reductase A (Bos taurus) | purified bovine MsrA, absorbance read-out | activation, % at 10.6 µM | 360,000 compounds, 0.3% hits | AID 602163, 2012; in the data active = activation above about 7.5%;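 note: 0% = vehicle and 100% = reference activator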
E coli Lon inh – inhibitors of E. coli Lon protease, primary screen, biochemical, fluorescence polarization; 360,000 compounds, 0.42% hits; AID 602123, 2011; purified E. coli Lon protease; inhibition, % at 7.94 µM; in the data active = inhibition above about 13%, passing the limit was not always enough;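 note: 0% = enzyme with probe and DMSO and 100% = no enzyme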
* marks the source's active call; other numbers are inactive results; i = inactive; · = no result given.

entry	compound	Tb MetRS inh	FAS-TE inh	MsrA inh	E coli Lon inh	PABP1 MLLE inh
1	O=C(Nc1cccc(C(F)(F)F)c1)c1c(O)c2ccccc2[nH]c1=O	-1.1	2	·	3	13
2	Cc1cc(Nc2ccc(F)c(Cl)c2)n2ncnc2n1	0.1	-4	-0.3	11	4
3	Cc1c([N+](=O)[O-])c(C(=O)NC2CCCC2)nn1C	-0.3	-5	1.7	-7	15
4	CN(C)C(=O)c1snnc1-c1ccccc1	-1.6	-3	-0.3	-8	0
5	Cc1ccc(F)cc1NC(=O)N1CCN(C2c3ccccc3-c3ccccc32)CC1	-0.5	31	-0.3	4	4
6	CCOC(=O)c1c(C)[nH]c(=S)c(C#N)c1-c1ccc(OC)cc1	0.4	-4	0.8	-7	13
7	Cc1nc(S(=O)(=O)c2ccc(Cl)cc2)nc2c1CCC2	-0.1	-7	0.8	-6	-4
8	COc1ccc(C(CNC(=O)c2ccc(OCc3c(C)noc3C)cc2)N2CCCC2)cc1 (stereo not drawn)	-0.1	-2	-0.9	-11	-22

entry	Rin1 Abl inh	Neddylation inh	CSN inh	bovine MsrA act
1	-1	i	-3	-3
2	1	i	0	1
3	2	i	4	-3
4	-1	i	-1	-9
5	1	i	-3	-4
6	-3	i	-2	2
7	0	i	0	0
8	3	i	-3	1

Remaining list, next part.
entry	compound	Tb MetRS inh	FAS-TE inh	MsrA inh	E coli Lon inh	PABP1 MLLE inh
9	CCCc1ccc(C(O)c2ncc(-c3ccccc3C)[nH]2)cc1 (stereo not drawn)	-0.4	3	-0.3	6	-4
10	O=C(CNS(=O)(=O)c1ccc(Br)cc1)NC1CCCC1	0.2	-4	-0.7	-2	1
11	CC(C)(C)NC(=O)CN1C(=O)c2cccc3cccc1c23	-0.2	-7	0.5	-3	0
12	CCN(CC)CCCNC(=O)Cn1cnc2ccc(S(=O)(=O)N3CCC(C)CC3)cc2c1=O	-0.8	-7	-0.7	-2	-10
13	CN(C(=O)c1cccc(NC(=O)Cc2cccc(NC(=O)C3CCN(C(=O)C4CCCCC4)CC3)c2)c1)C1CC1	-2.0	4	0.5	-14	-4
14	O=C(O)Cn1c(=O)c2c3c(sc2n(Cc2ccc(F)cc2)c1=O)CCCC3	1.7	-1	0.3	-7	2
15	O=C(CCC1CCCN(C(=O)c2cc(C3CC3)[nH]n2)C1)N1CCN(c2ccccn2)CC1 (stereo not drawn)	0.0	-4	0.2	-8	-4
16	CC(=O)Nc1sc(C)c(C)c1CN1CCN(S(=O)(=O)c2ccccc2)CC1	-0.2	3	-0.8	-3	10

entry	Rin1 Abl inh	Neddylation inh	CSN inh	bovine MsrA act
9	-1	i	0	-7
10	2	i	-2	-2
11	-4	i	-4	-4
12	-2	i	1	-13
13	0	i	-6	-6
14	4	i	6	-5
15	0	i	-5	-2
16	-3	i	2	-1

More results:
entry	compound	Tb MetRS inh	FAS-TE inh	MsrA inh	E coli Lon inh	PABP1 MLLE inh
17	Cn1c(=O)c2cc(NC(=O)Cc3ccccc3F)ccc2n1Cc1ccc(Cl)cc1	-0.2	1	0.8	-14	-32
18	CCn1c(=N)n(CC(O)c2ccccc2)c2ccccc21 (stereo not drawn)	0.2	-4	0.4	10	-6
19	Cc1ccnc(NC(=O)c2ccc(Cl)c(S(=O)(=O)N3CCCCC3)c2)c1	-0.5	19	-1.4	7	-9
20	O=C(O)CCn1c(SCCc2ccccc2)nc2ccccc21	-0.6	-8	-0.6	-9	8
21	CCCNC(=O)NC1C(NC(=O)NCCC)N(C)C(=O)N1C (stereo not drawn)	-0.8	-7	0.8	-6	6
22	CCO[C@@H]1OC(C(=O)N2CCN(Cc3ccc4c(c3)OCO4)CC2)=C[C@H](c2ccc(Br)cc2)[C@H]1CCCO	-0.1	25	0.1	-1	12
23	FC(F)(F)c1cccc(-c2nc3ccccc3n2C(c2ccccc2)c2nc3ccccc3[nH]2)c1 (stereo not drawn)	0.8	·	0.4	·	·
24	Cc1ccc(S(=O)(=O)N(C)CC(=O)NCCc2c[nH]c3ccccc23)cc1	-0.2	-3	0.8	-12	6

entry	Rin1 Abl inh	Neddylation inh	CSN inh	bovine MsrA act
17	-3	·	11	-3
18	1	i	3	0
19	3	i	-1	-1
20	-1	i	-2	-3
21	1	i	-1	-4
22	1	i	5	-2
23	·	i	-1	·
24	3	i	1	-5

Fetched by compound from above:
entry	compound	Tb MetRS inh	FAS-TE inh	MsrA inh	E coli Lon inh	PABP1 MLLE inh
22	CCO[C@@H]1OC(C(=O)N2CCN(Cc3ccc4c(c3)OCO4)CC2)=C[C@H](c2ccc(Br)cc2)[C@H]1CCCO	-0.1	25	0.1	-1	12
18	CCn1c(=N)n(CC(O)c2ccccc2)c2ccccc21 (stereo not drawn)	0.2	-4	0.4	10	-6

entry	Rin1 Abl inh	Neddylation inh	CSN inh	bovine MsrA act
22	1	i	5	-2
18	1	i	3	0

(listing goes on)
entry	compound	Tb MetRS inh	FAS-TE inh	MsrA inh	E coli Lon inh	PABP1 MLLE inh
25	O=C(NNc1ccc(F)cc1F)c1c(F)cccc1Cl	-0.6	-8	0.9	-19	-2
26	Nc1nnc(-c2ccccc2)c(-c2ccccc2)n1	0.0	-6	1.2	6	-7
27	CCCc1nnc(NC(=O)CCC(=O)N2CCN(S(=O)(=O)c3ccc(OC)cc3)CC2)s1	0.1	-1	-0.5	3	5
28	CCc1nnc(SCC(=O)Nc2ccc(C(C)=O)cc2)nc1CC	-0.2	-9	0.0	-4	-18
29	OCCC1CN(Cc2cccn2-c2ncccn2)CCN1Cc1ccccc1 (stereo not drawn)	-0.9	-4	-0.6	5	-5
30	COc1cc(NC(=O)c2ccc3c(c2)OCCO3)ccc1NC(=O)c1ccco1	-0.7	-4	-1.1	-5	-9
31	O=C(NCc1ccc(F)c(F)c1)c1cccc2c(-c3cccnc3)coc12	0.2	9	-0.8	-2	2
32	O=C(Nc1ccccc1)/C(=C/c1ccc(F)cc1)NC(=O)c1ccco1	-0.2	-3	-0.6	-15	10

entry	Rin1 Abl inh	Neddylation inh	CSN inh	bovine MsrA act
25	-4	i	1	-3
26	-3	i	0	-4
27	-1	i	0	-2
28	0	i	0	3
29	4	i	0	-4
30	1	i	-1	-4
31	3	i	1	0
32	1	i	0	-4

(listing goes on)
entry	compound	Tb MetRS inh	FAS-TE inh	MsrA inh	E coli Lon inh	PABP1 MLLE inh
33	CCC(C)n1c(-c2cccc(S(=O)(=O)N3CCOCC3)c2)n[nH]c1=S (stereo not drawn)	0.3	-4	-1.6	-1	-12
34	C=CCC[C@H](Cc1ccc(F)cc1)C(=O)OC[C@@H](NC(=O)[C@H](CC=C)CC(=O)NCCO)c1ccccc1	-0.1	2	-0.8	-3	9
35	Cc1cc2c(=O)n(Cc3ccco3)c(SCC(=O)c3ccc(Cl)s3)nc2s1	-0.3	27	0.3	-7	-19
36	Cc1ccc2nc(-c3ccccc3)c(Cc3cccc(F)c3)n2c1	-0.4	18	-0.1	6	·
37	NS(=O)(=O)c1ccc(NC(=S)NC(=O)C2CCCCC2)cc1	-0.8	0	2.3	-8	9
38	O=C(NCCN1CCCC1)c1ccc2c(c1)N(Cc1ccc(F)cc1)C(=O)c1ccccc1S2=O (stereo not drawn)	-1.6	-6	-0.1	-15	-14
39	CCN(CC)c1ccc(NC(=O)CCN2C(=O)c3ccccc3S2(=O)=O)c(C)c1	-0.3	4	1.1	2	-8
40	CCCN(CC1CC1)C(=O)Nc1ccccc1C	-0.6	-6	0.9	-8	-7

entry	Rin1 Abl inh	Neddylation inh	CSN inh	bovine MsrA act
33	1	i	5	-1
34	1	i	-1	-2
35	0	i	-2	-4
36	·	i	3	0
37	0	i	3	-3
38	-2	i	-4	-7
39	2	i	-12	2
40	-2	i	1	-1

Entries of single compounds, looked up by structure. Values in the order: Tb MetRS inh | FAS-TE inh | MsrA inh | E coli Lon inh | PABP1 MLLE inh | Rin1 Abl inh | Neddylation inh | CSN inh | bovine MsrA act
`NS(=O)(=O)c1ccc(NC(=S)NC(=O)C2CCCCC2)cc1` is listed with -0.8 | 0 | 2.3 | -8 | 9 | 0 | i | 3 | -3
`O=C(NCCN1CCCC1)c1ccc2c(c1)N(Cc1ccc(F)cc1)C(=O)c1ccccc1S2=O` (stereo not drawn) is listed with -1.6 | -6 | -0.1 | -15 | -14 | -2 | i | -4 | -7
`Cc1ccc2nc(-c3ccccc3)c(Cc3cccc(F)c3)n2c1` is listed with -0.4 | 18 | -0.1 | 6 | · | · | i | 3 | 0

Next part
entry	compound	Tb MetRS inh	FAS-TE inh	MsrA inh	E coli Lon inh	PABP1 MLLE inh
41	COc1ccccc1N1CCN(C(=O)Oc2ccccc2)CC1	-0.3	1	-0.6	-4	-11
42	OC(COCC1COc2ccccc2O1)CN1CCN(c2ccccc2F)CC1 (stereo not drawn)	-0.5	-8	-0.1	-4	10
43	Cc1noc(/C=C/Nc2ccc(F)cc2F)c1[N+](=O)[O-]	-0.9	-17	0.1	-9	50*
44	COC(=O)c1cccc(CSc2nnc(-c3ccco3)n2-c2ccccc2)c1	-0.5	2	-0.1	-6	-9
45	CCOC(=O)c1nn(-c2ccc(OCC)cc2)c2nc(-c3ccco3)c(C#N)c(=O)n12	-0.2	4	-1.9	12	-2
46	Cc1ccccc1NC(=O)COC(=O)CCC(=O)c1cccs1	-0.1	-4	-1.3	-5	-3
47	CCCC(=O)n1nc(-c2ccco2)nc1N	-1.2	-9	-0.2	-4	-22
48	COc1cccc(C(=O)N2CCN(S(=O)(=O)Cc3ccccc3)CC2)c1OC	0.1	-7	-1.3	-5	14
49	COc1cccc(C(=O)Oc2ccc(/C=N/Nc3ccc(C(=O)O)cc3)cc2OC)c1	-0.7	19	4.6*	9	2
50	O=C(/C=C/c1cccs1)N1CCC2(CC1)Oc1ccc(F)cc1C(=O)C21CC(c2ccccc2)=NO1 (stereo not drawn)	0.0	25	0.5	12	7
51	Cc1cc(C(=O)Cn2nc(C(=O)O)c3ccccc3c2=O)c(C)n1C1CC1	-1.1	-3	0.5	1	0

entry	Rin1 Abl inh	Neddylation inh	CSN inh	bovine MsrA act
41	-1	i	0	-1
42	1	i	3	-5
43	2	i	-10	-9
44	-1	i	4	-1
45	-1	i	9	-3
46	1	i	-3	-3
47	-1	i	6	-6
48	6	i	5	0
49	-5	i	4	-5
50	3	i	29	-7
51	2	i	-1	-12

Looked up above:
compound 51 – E coli Lon inh: 1
compound 50 – Tb MetRS inh: 0.0

Screens (PubChem BioAssay)
